# EPAC2 agonist: activates human EPAC2 exchange factor; actives 0.079% (n = 360,000); Q8WZA2; Potency, µM (highest dose often 154 µM), without a hit: at the highest dose activation, most hits filed as activators; AID 720711; EPAC2 activation, biochemical qHTS; response scale: 100% = 6.5 mM cAMP response; note: potency is the fitted concentration of half-maximal effect; nearly all actives have a fitted effect of over 50% in size
#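 Compounds were added across a concentration range to EPAC2 (100 nM), RAP1B-BODIPY-GDP (250 nM) and GDP (50 uM). After 5 min at room temperature, fluorescence was recorded at 5-min intervals for 30 min.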
# EPAC2 antag: antagonists of human EPAC2. Q8WZA2. EPAC2 GEF exchange of Rap1B-BODIPY-GDP, fluorescence. Potency, µM (series often up to 114 µM), for the others: at the highest dose activity, negative = inhibition, most hits filed as inhibitors. actives 0.18% (n = 360,000); note: potency is the fitted concentration of half-maximal effect; % is set by controls: 0 for no effect and ±100 for the full control effect; nearly all actives have a fitted effect of over 45% in size; many of its hits are not listed in these tables
# PTHR1 agonist: activates the human parathyroid hormone receptor PTHR1; Q03431; HEK293 GP2 PTHR1 cells, GloSensor cAMP luminescence, 1 h; Potency, µM (doses to about 115 µM), for inactives: at the top dose activation, most hits filed as activators; actives 0.075% (n = 410,000); AID 743266; note: potency is the fitted concentration of half-maximal effect; nearly all actives have a fitted effect of over 55% in size; some results filed as inactive show a strong effect at the top dose; inactives centre near -15; many of its hits are not listed in these tables
# Target sequence (Q03431 whole entry, looked up): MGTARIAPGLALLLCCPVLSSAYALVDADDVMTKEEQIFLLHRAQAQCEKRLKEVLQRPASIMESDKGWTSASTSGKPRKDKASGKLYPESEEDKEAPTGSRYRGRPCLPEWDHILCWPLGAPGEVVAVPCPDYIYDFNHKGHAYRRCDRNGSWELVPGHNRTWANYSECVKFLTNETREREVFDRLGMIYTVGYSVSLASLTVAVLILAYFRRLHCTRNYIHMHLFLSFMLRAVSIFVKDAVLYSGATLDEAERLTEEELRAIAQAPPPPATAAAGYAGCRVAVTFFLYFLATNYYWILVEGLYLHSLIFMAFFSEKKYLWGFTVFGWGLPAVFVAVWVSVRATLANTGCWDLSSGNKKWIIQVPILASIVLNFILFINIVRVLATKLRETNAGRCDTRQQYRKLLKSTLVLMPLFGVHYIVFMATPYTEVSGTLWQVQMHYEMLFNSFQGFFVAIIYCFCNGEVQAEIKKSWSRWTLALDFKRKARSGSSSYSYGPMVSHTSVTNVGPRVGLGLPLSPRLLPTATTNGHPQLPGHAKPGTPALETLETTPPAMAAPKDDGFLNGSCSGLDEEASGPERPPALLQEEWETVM
#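 HEK-293-derived GP2 cells expressing PTHR1 and a GloSensor cAMP reporter, 3,000/well, plated overnight, given luciferin plus IBMX (each 0.5 mM as added) for 1 h at 37 °C, then compound for 1 h at 37 °C. Luminescence was read after 15 min at room temperature.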
# D3 antag: D3 dopamine receptor (human) antagonism; max response, negative = inhibition, %; D3R cells, DiscoveRx beta-arrestin luminescence, antagonist mode; hits give low values; P35462; actives 2.5% (n = 360,000); AID 652054; in the data active = max response below about -50%; inconclusive = no clear call, values can overlap the other calls; note: % is set by controls: 0 for no effect and ±100 for the full control effect; mostly tested at two doses, the higher about 12 µM
# Target sequence (P35462 whole entry, looked up): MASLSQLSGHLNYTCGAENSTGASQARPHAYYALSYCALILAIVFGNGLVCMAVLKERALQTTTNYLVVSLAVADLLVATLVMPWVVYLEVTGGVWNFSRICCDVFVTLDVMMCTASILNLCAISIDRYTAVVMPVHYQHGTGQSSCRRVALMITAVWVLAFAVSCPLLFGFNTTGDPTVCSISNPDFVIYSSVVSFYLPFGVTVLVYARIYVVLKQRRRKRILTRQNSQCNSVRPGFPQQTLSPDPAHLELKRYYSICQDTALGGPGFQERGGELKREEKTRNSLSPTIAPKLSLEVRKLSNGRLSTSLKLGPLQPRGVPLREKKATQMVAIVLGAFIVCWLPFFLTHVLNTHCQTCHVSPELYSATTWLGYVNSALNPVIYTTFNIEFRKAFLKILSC
#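 Cells expressing the human receptor were seeded at 1500 cells/well, incubated overnight at 37 degrees C in 5% CO2, then exposed to library compounds with dopamine controls for 90 minutes at 37 degrees C before luminescent detection.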
# CCT modulator: cytosolic chaperonin activity modulation. purified chaperonin ATPase assay, HTRF ADP detection, 30 min. activity change, % (concentration not given with the values), hits read low. actives 0.3% (n = 360,000). AID 651819; in the data active = activity change below about -30%; note: % is set by controls: 0 for no effect and ±100 for the full control effect
#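 First, chaperonin was dispensed at 40 nM or 20 nM final depending on batch activity. Next, compounds were pinned at 76 uM and ATP added at 10 uM. After 30 min at 37 °C, ADP detection reagents ran 30 min at ambient temperature.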
# Akt phos inh: inhibitors of Akt phosphorylation; Neuro2A IGF-stimulated pAkt S473 HTRF, 20 min; hits give low values; activity change, % for hits at 50 µM; actives 0.32% (n = 360,000); AID 651550; in the data active = activity change below about -80%; inconclusive = mostly about -51% to -80%; note: % is set by controls: 0 for no effect and ±100 for the full control effect
#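 Neuro2A cells (4,500/well, DMEM with 0.5% FBS) were treated with compound at a single 50 µM final concentration, stimulated with 6 nM IGF for 20 min at 37 °C, and lysed. Phospho-Akt Ser473 was read by HTRF as 665/615 ratio ×10^4.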
# D3 ag: agonists of human D3 dopamine receptor; P35462; D3R DiscoveRx beta-arrestin cells, luminescence, 90 min; max activation, %; actives 0.58% (n = 410,000); AID 652048; in the data active = max activation above about 30%; note: 0% is about no effect; mostly tested at two doses, the higher about 12 µM
#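 Cells at 1500/well, incubated overnight, then treated with pinned compounds (dopamine as control) for 90 min at 37 degrees C. DiscoveRx reagent added for 30 - 60 minutes at room temperature; luminescence read.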
# Mm-Cpn inhibitor: M. maripaludis TRiC chaperonin inhibition; purified Mm-Cpn ATPase, ADP Transcreener TR-FRET; Potency, µM (series often up to 76.9 µM), inactives show top-dose activity, negative = inhibition, actives largely listed as inhibitors; actives 0.031% (n = 330,000); note: potency is the fitted concentration of half-maximal effect; % is set by controls: 0 for no effect and ±100 for the full control effect; nearly all actives have a fitted effect of over 80% in size
#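 Inhibition of chaperonin ATP hydrolysis is measured as reduced ADP production, detected by competitive TR-FRET in which signal falls with ADP. Final enzyme 25 nM and ATP 10 uM, reacted 30 min at 37°C.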
# An asterisk follows results filed as active; i = inactive; ? = inconclusive; nt = no result given; [ ] = dose if it differs, or a comment. Unless noted, calls come from the whole dose curve; as a rule, active = well fitted curve in the direction sought with a large enough effect; inconclusive = small, poorly fitted or top-dose-only effect, or another doubt; inactive = no such curve, though single readings can be large; an effect the other way counts as inactive or inconclusive.
# Results follow in this order: EPAC2 agonist | EPAC2 antag | PTHR1 agonist | D3 antag | CCT modulator | Akt phos inh | D3 ag | Mm-Cpn inhibitor
CCOc1ccc(Br)cc1CSC(=N)N
→ -5% | -2% | -42% | -4 | -24 | i | 4 | 2%
O=C(Nc1ccc2ccccc2c1)c1cc(F)c(F)cc1Cl
→ 1% | -7% | -75%[inhibitor] | 14 | -0.6 | i | -10 | 1%
COc1ccc(CNC(=O)C/C(C)=N/NC(=O)Cc2ccc(OC)c(OC)c2)cc1
→ -2% | 7% | i | 10 | -2.3 | i | 3 | 1%
CCOC(=O)CC(=O)NC1(Cc2ccc(O)cc2)CCCCC1
→ 6% | -3% | i | 2 | -3.3 | i | 7 | -1%
O=C(c1ccco1)N1CCN(Cc2nc(Cc3ccccc3)no2)CC1
→ 12% | -3% | i | -21 | -2.9 | i | 2 | 1%
CCc1nnc(NC(=O)Cn2c(=O)oc3ccccc32)s1
→ 8% | 0% | -4%[57.5 µM] | 58 | 1.4 | i | 0 | -2%
C[C@@H]1CN([C@H](C)CO)C(=O)CCCn2cc(nn2)CO[C@H]1CN(C)S(=O)(=O)c1ccccc1
→ 9% | -8% | -21% | 18 | 2.6 | i | 2 | nt
COc1ccc(OCC(=O)NNc2nc3ccccc3s2)cc1
→ 4% | -10% | -1% | 5 | -0.5 | i | 2 | -1%
Cc1ccc(NC(=O)CC(C)CC2=NS(=O)(=O)c3ccccc3N2)cc1 (centres undefined)
→ 4% | 3% | -36%[inhibitor] | -10 | -0.6 | i | -3 | -1%
O=C(NCCN1CCOCC1)C(=O)NCC1OCCN1C(=O)c1ccc(Cl)cc1 (centres undefined)
→ 11% | 26% | -21% | -22 | -2.4 | i | -7 | -1%
O=C(OCC(=O)N1CCCc2ccccc21)C1CCN(S(=O)(=O)c2cccs2)CC1
→ 5% | -6% | -18% | 15 | -1.2 | i | 3 | -1%
Clc1ccc(-n2ncc3c(NCc4cccs4)ncnc32)cc1
→ 11% | -1% | -36%[inhibitor] | 29 | -0.7 | nt | 4 | 1%
CSc1ccc(/C=C(\NC(=O)c2ccccc2)C(=O)NN)cc1
→ 1% | -7% | 9% | -8 | -0.3 | i | 4 | -5%
Cc1ccccc1N=C(NOCc1ccc(Cl)cc1Cl)c1nonc1N
→ 5% | -1% | i | -85* | -0.6 | i | -28 | 1%
Cc1cc(C)c(NC(=O)CSc2nnc(-c3ccccn3)n2N)c(Cl)c1
→ 4% | -2% | i | 2 | -0.5 | i | -4 | -3%
COc1ccc(C(=S)Nc2ccc(C)cc2)cc1
→ 7% | 15% | -5% | -67* | -2.4 | i | -11 | -5%
COc1ccc(CCN(Cc2nc3ccccc3c(=O)[nH]2)C(=O)c2ccco2)cc1
→ 10% | -3% | ? | 30 | 0.3 | i | 5 | 1%
Nc1nnc(CC2=CCCCC2)s1
→ -4% | 6% | i | -6 | 2.0 | i | 1 | 1%
CC1=C(C(=O)NCc2ccccc2)C(c2ccccc2OCC(N)=O)NC(=O)N1 (centres undefined)
→ 6% | 9% | -24%[57.5 µM] | 10 | 0.6 | i | 9 | 2%
CC(=O)Nc1nnc(C2=COCCO2)o1
→ 2% | 6% | -5% | 6 | 2.7 | i | 7 | -1%

# The closing 2 records of the section above come first, to join the parts:
# Results follow in this order: EPAC2 agonist | EPAC2 antag | PTHR1 agonist | D3 antag | CCT modulator | Akt phos inh | D3 ag | Mm-Cpn inhibitor
CC1=C(C(=O)NCc2ccccc2)C(c2ccccc2OCC(N)=O)NC(=O)N1 (centres undefined)
→ 6% | 9% | -24%[57.5 µM] | 10 | 0.6 | i | 9 | 2%
CC(=O)Nc1nnc(C2=COCCO2)o1
→ 2% | 6% | -5% | 6 | 2.7 | i | 7 | -1%
CC(C)c1ccc(NC(=O)CN2C(=O)c3ccccc3S2(=O)=O)cc1
→ 17% | 0% | i | -16 | -2.0 | i | -8 | 1%
Cc1ccc(C2CC(c3ccccc3)n3ncnc3N2)cc1 (centres undefined)
→ 6% | 3% | -3% | -6 | -4.8 | i | 0 | -2%
O=C(Nc1nc2ccsc2c(=O)s1)c1ccc(F)cc1
→ 8% | 9% | -26% | 13 | -1.2 | i | 3 | -2%
CCOC(=O)C(C)N1c2cccc3cccc(c23)S1(=O)=O (centres undefined)
→ 11% | -10% | i | ? | -1.9 | i | 2 | nt
O=C(Nc1ccccc1N1CCOCC1)c1ccc(OCc2cscn2)cc1
→ 5% | -9% | i | 2 | 0.9 | i | 3 | 0%
COc1ccc(NC(=O)C2(C)CCN2C(=O)Cc2ccc(Cl)cc2Cl)cc1OC (centres undefined)
→ 3% | 2% | i | 9 | -0.8 | i | -4 | nt
CN(Cc1ccc(CNC[C@H]2O[C@@H](n3cnc4c(N)ncnc43)[C@H](O)[C@@H]2O)o1)S(C)(=O)=O
→ 14% | -2% | 4% | 3 | -0.3 | i | -1 | -1%
CCOC(=O)c1c(NC(=O)COC(=O)Cc2n[nH]c(=O)c3ccccc23)sc(C(=O)NC)c1C
→ -7% | 39%[activator] | i | ? | -0.1 | i | 3 | -1%
CCc1nnc(NC(=O)CS(=O)(=O)Cc2ccccc2)s1
→ 0% | 14% | i | 2 | -4.2 | i | -4 | -4%
CSc1nc(N)nc2c1ncn2C1OC(CO)CC1O (centres undefined)
→ 6% | 8% | i | -7 | 0.0 | i | -12 | nt
CCOc1ncccc1C(=O)Nc1cc(S(=O)(=O)N2CCCCCC2)ccc1OC
→ -9% | -6% | i | 11 | -1.1 | i | 4 | 0%
CCc1ccc(NC(=O)c2onc(C)c2Cl)cc1
→ -1% | -8% | -37%[inhibitor] | -15 | -0.1 | i | -4 | 1%
COc1ccc(-c2cc(CN3C(=O)c4ccccc4C3=O)on2)cc1
→ 7% | 2% | i | 9 | -1.5 | i | 0 | nt
CCCc1cc2c(cc1NS(=O)(=O)c1ccc(CCNC(C)=O)cc1)OCO2
→ 2% | 3% | -21% | -13 | -1.5 | i | -1 | 2%
FC(F)(F)c1cc(-c2ccccc2)nc2nc(N3CCOCC3)sc12
→ -3% | 2% | -13% | -2 | -0.8 | i | -3 | -13%
O=C1c2ccc(Cl)cc2S(=O)(=O)c2cccc(C(=O)N3CCN(c4ccc(Cl)cn4)CC3)c21
→ 8% | 2% | i | ? | -4.7 | i | -4 | -3%
CCOC(=O)CC(NC(=O)c1cccs1)c1ccc(OCC)cc1 (centres undefined)
→ 3% | -3% | -6% | -7 | -0.3 | i | -1 | 0%
CCCCn1c(N)c(N(CC)C(=O)CCNC(=O)NC23CC4CC(CC(C4)C2)C3)c(=O)[nH]c1=O
→ 2% | 1% | -15% | -3 | -0.4 | i | -1 | -2%
CC1(C(=O)NS(=O)(=O)c2cccc(OC(F)F)c2)CCN1C(=O)Cc1ccccc1 (centres undefined)
→ 10% | 2% | i | -19 | 0.2 | i | 1 | nt
CCOC(=O)C(=Cc1cn(C)c2ccc(S(=O)(=O)N(C)C)cc12)C(=O)OCC
→ -1% | -8% | -35%[inhibitor] | ? | -1.2 | i | 9 | -3%
O=C(O)/C(=C\c1cn(-c2ccccc2)nc1-c1ccc(Cl)cc1)NC(=O)c1ccccc1
→ -7% | -13% | ? | 3 | -0.8 | i | 4 | 3%
Cc1ccc(C)c(OCCCCn2cnc3ccccc3c2=O)c1
→ 6% | -4% | 0%[57.5 µM] | 32 | -0.8 | i | 18 | 2%
CN1CCN(NC(=O)COc2cccc(C(F)(F)F)c2)CC1
→ 10% | -12% | 6% | ? | -2.4 | i | -2 | -2%
COc1cc(C(=O)OCC(=O)Nc2ccc(S(=O)(=O)NC3=NCCCCC3)cc2)cc(OC)c1OC
→ 7% | -18% | -32%[inhibitor] | 12 | 0.7 | i | -2 | 2%
Cc1ccccc1N(CC(=O)NCc1ccco1)C(=O)CCC(=O)Nc1nccs1
→ -7% | 6% | i | 6 | -0.7 | i | 6 | 2%
CCNc1nc(NCC)n2c(SCC(=O)NCC3CCCCC3)nnc2n1
→ 0% | 1% | -22% | -16 | -1.1 | i | -9 | 3%
CCC(=O)N1CCc2cc(S(=O)(=O)NC(C(=O)NC(C)c3ccccc3)C(C)C)ccc21 (centres undefined)
→ 0% | 0% | -19%[57.5 µM] | 8 | -0.9 | i | -1 | 0%
O=C(NCc1cccnc1)C(=O)NCC1OCCCN1S(=O)(=O)c1cc(F)ccc1F (centres undefined)
→ 0% | 3% | i | -2 | 0.7 | i | 3 | nt
NS(=O)(=O)c1ccc(CCn2c(=S)[nH]c3ccccc3c2=O)cc1
→ -2% | -6% | i | -12 | -3.2 | i | -6 | -1%

# At a glance, 12 of the compounds above.
# Results follow in this order: EPAC2 agonist | EPAC2 antag | PTHR1 agonist | D3 antag | CCT modulator | Akt phos inh | D3 ag | Mm-Cpn inhibitor
CCOc1ccc(Br)cc1CSC(=N)N
→ -5% | -2% | -42% | -4 | -24 | i | 4 | 2%
O=C(Nc1ccc2ccccc2c1)c1cc(F)c(F)cc1Cl
→ 1% | -7% | -75%[inhibitor] | 14 | -0.6 | i | -10 | 1%
COc1ccc(CNC(=O)C/C(C)=N/NC(=O)Cc2ccc(OC)c(OC)c2)cc1
→ -2% | 7% | i | 10 | -2.3 | i | 3 | 1%
CCOC(=O)CC(=O)NC1(Cc2ccc(O)cc2)CCCCC1
→ 6% | -3% | i | 2 | -3.3 | i | 7 | -1%
O=C(c1ccco1)N1CCN(Cc2nc(Cc3ccccc3)no2)CC1
→ 12% | -3% | i | -21 | -2.9 | i | 2 | 1%
CCc1nnc(NC(=O)Cn2c(=O)oc3ccccc32)s1
→ 8% | 0% | -4%[57.5 µM] | 58 | 1.4 | i | 0 | -2%
C[C@@H]1CN([C@H](C)CO)C(=O)CCCn2cc(nn2)CO[C@H]1CN(C)S(=O)(=O)c1ccccc1
→ 9% | -8% | -21% | 18 | 2.6 | i | 2 | nt
COc1ccc(OCC(=O)NNc2nc3ccccc3s2)cc1
→ 4% | -10% | -1% | 5 | -0.5 | i | 2 | -1%
Cc1ccc(NC(=O)CC(C)CC2=NS(=O)(=O)c3ccccc3N2)cc1 (centres undefined)
→ 4% | 3% | -36%[inhibitor] | -10 | -0.6 | i | -3 | -1%
O=C(NCCN1CCOCC1)C(=O)NCC1OCCN1C(=O)c1ccc(Cl)cc1 (centres undefined)
→ 11% | 26% | -21% | -22 | -2.4 | i | -7 | -1%
O=C(OCC(=O)N1CCCc2ccccc21)C1CCN(S(=O)(=O)c2cccs2)CC1
→ 5% | -6% | -18% | 15 | -1.2 | i | 3 | -1%
Clc1ccc(-n2ncc3c(NCc4cccs4)ncnc32)cc1
→ 11% | -1% | -36%[inhibitor] | 29 | -0.7 | nt | 4 | 1%

# Assay outcomes as filed in PubChem.

# An excerpt (hit frequency here may not be typical).
